Compound activity from PubChem.
XBP1 UPR activ – activators of adaptive XBP1 UPR arm, primary screen, cell-based, CHO-XBP1 luciferase reporter, luminescence, uHTS. IRE1-XBP1 UPR activation; percent of tunicamycin response, DMSO as zero. activation, % at 20 µM. actives 0.33% (n = 330,000);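 active means versus positive control, 20 µM dose yields 30% or more activation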;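 further: 100% = tunicamycin at 10 µg/mL and 0% = DMSO only wells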
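Test system: CHO-XBP1 luciferase reporter cells | Buffer or medium: Serum-containing F12 medium, 10% FBS | Schedule: 6 h compound exposure at 37 °C, 5% CO2 | Detection: Steady-Glo luciferase glow luminescence, 10 min after reagent addition | Read-out basis: Activation, % of tunicamycin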
697 NFkB inh – inhibitors of PMA/ionomycin-induced NF-kB reporter, 697 cells, primary screen, B-cell NF-kB inhibitor project, cell-based, luminescence, uHTS. inhibition, % at 4 µM. AID 435022, 2010. actives 0.33% (n = 330,000). 697 B-cell NF-kB luciferase reporter, 16 h; in the data active means inhibition above about 35%
APJ antag – antagonists of human apelin receptor APJ, primary screen, CHO-K1 cells, beta-arrestin complementation, luminescence; AID 2521, 2010; inhibition, % at 20 µM; actives 0.32% (n = 330,000); P35414;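 active means inhibition above about 40% at 20 µM, limit read from the data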;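 further: cells challenged with 10 nM apelin-13 agonist together with compound; plate controls were apelin-13 plus DMSO wells for no effect and DMSO wells lacking apelin-13 for full effect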
CHOP UPR activ – activators of apoptotic CHOP UPR arm, primary screen, cell-based, CHO-CHOP luciferase reporter, luminescence, uHTS; UPR activation; percent of tunicamycin response over DMSO baseline; AID 449763, 2010; activation, % at 10 µM; actives 0.34% (n = 330,000);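 active means at 10 µM dose, activation of 40% or more, normalized to positive control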;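 further: 100% = tunicamycin at 10 µg/mL and 0% = DMSO alone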
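Assay system: CHO-CHOP cells, stable luciferase reporter of PERK-eIF2a-CHOP signalling / Buffer or medium: F12 plus 10% serum / Compound dosing: one dose, 10 µM in 0.5% DMSO / Times: 6 h compound treatment, 37 °C / Technique: luciferase luminescence / Read-out: % reporter activation, DMSO baseline versus tunicamycin full activation / Benchmarks: tunicamycin and DMSO controls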
APJ agonist – agonists of human apelin receptor APJ, primary screen, CHO-K1 cells, PathHunter beta-arrestin, luminescence. P35414. 0% DMSO wells, 100% apelin. activation, % at 20 µM. actives 0.11% (n = 330,000). AID 2520, 2010;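 active means activation more than six SD over the plate average, tested at 20 µM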;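 further: 0% = DMSO alone and 100% = apelin-13 at 10 nM; some results filed as inactive read as strong as hits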
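system = engineered CHO-K1 APJ arrestin reporter cells | input = 1000 cells per well | timing = overnight seeding, 90 min compound at 25 °C, 1 h detection | measured by = enzyme-fragment complementation luminescence | read-out = beta-arrestin recruitment to APJ as agonist activity, luminescent signal | control set = negative DMSO alone, positive Apelin-13 at 10 nM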
Mdm2-MdmX inh – inhibitors of human Mdm2-MdmX association, primary screen, cell-based, luminescence, split luciferase, SaOS-2, uHTS; Protein Mdm4 (Homo sapiens) + E3 ubiquitin-protein ligase Mdm2 (Homo sapiens), …; SaOS-2 split-luciferase Mdm2/MdmX complementation; inhibition, % at 8 µM; actives 3% (n = 330,000); AID 485346, 2010;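 active means inhibition of at least 50% at 8 µM in the primary screen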
Target sequence (O15151 whole entry, looked up): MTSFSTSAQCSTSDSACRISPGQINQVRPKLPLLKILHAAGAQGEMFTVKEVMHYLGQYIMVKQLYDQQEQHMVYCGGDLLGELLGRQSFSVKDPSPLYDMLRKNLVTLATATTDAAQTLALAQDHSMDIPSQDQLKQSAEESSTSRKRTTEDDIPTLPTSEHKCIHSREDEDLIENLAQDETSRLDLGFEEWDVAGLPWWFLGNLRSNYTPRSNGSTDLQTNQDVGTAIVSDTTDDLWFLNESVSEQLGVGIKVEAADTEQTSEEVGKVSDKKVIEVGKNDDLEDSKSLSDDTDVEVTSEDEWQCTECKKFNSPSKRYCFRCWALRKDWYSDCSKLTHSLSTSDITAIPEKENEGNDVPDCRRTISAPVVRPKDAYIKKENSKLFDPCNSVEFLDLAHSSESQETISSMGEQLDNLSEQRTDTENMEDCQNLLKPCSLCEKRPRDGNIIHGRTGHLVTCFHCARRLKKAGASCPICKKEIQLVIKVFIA
Target sequence (Q00987 whole entry, looked up): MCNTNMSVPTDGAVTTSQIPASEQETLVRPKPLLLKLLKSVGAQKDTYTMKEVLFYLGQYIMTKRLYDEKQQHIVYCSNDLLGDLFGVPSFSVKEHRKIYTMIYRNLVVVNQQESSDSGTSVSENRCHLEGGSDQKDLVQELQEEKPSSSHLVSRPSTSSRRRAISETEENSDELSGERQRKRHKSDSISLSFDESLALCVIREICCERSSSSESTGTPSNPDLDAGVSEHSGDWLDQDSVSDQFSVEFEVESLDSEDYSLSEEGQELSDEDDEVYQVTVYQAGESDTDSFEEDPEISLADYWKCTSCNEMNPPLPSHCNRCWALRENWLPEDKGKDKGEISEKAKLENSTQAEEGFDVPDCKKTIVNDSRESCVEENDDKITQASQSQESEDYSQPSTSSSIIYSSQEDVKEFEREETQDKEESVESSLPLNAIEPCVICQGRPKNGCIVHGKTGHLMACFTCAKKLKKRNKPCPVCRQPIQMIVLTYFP
Jurkat NFkB inh – inhibitors of induced NF-kB luciferase reporter, primary screen, TCR NF-kB activation inhibitor project, cell-based, luminescence, uHTS; actives 0.53% (n = 330,000); Jurkat, PMA/ionomycin-induced NF-kB luciferase reporter; AID 435003, 2010; inhibition, % at 4 µM; in the data active means inhibition above about 50%
tim23-1 inh – growth inhibitors of tim23-1 mutant yeast, primary screen, luminescence, uHTS; inhibition, % at 20 µM; S. cerevisiae tim23-1 growth, BacTiter-Glo luminescence, 24 h; actives 1.3% (n = 330,000);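 active means growth inhibition of the mutant yeast at or above 50%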;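 further: temperature-sensitive mutant grown at 25 °C; plate controls were DMSO-treated mutant yeast for no effect and medium wells lacking yeast for full effect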
An asterisk follows results filed as active.

canonical_smiles	XBP1 UPR activ	697 NFkB inh	APJ antag	CHOP UPR activ	APJ agonist	Mdm2-MdmX inh	Jurkat NFkB inh	tim23-1 inh
O=C(CSc1nnc(CNC(=O)c2ccco2)o1)Nc1ccc(F)cc1F	-9	4	12	0.0	-1	12	0	2
O=C(Oc1ccccc1)c1cccnc1Oc1ccccc1	0	-7	9	1.1	-1	26	1	23
CN(C)c1ccnc2sc3c(NCC(O)CO)ncnc3c12 (configuration not stated)	-4	10	5	0.5	-1	18	3	-2
CCOc1ccccc1CNC(=O)c1cn(C)c(=O)c2c1c1ccccc1n2C	1	5	5	-0.1	3	21	0	2
CCCCOc1cccc(OCCCC)c1C(=O)Nc1cc(C)on1	-1	4	39	-1.6	-6	8	-10	34
CCOc1ccc(C(C)=O)cc1N1C(=O)C2C(C1=O)C1C=CC2C12CC2 (configuration not stated)	-3	11	-17	-2.3	-4	6	17	24
Cc1nnc(C)n1/N=C/c1ccc2c(c1)OCCO2	2	3	7	0.3	1	11	3	12
CCOc1ccc(C(=O)Nc2cccc(C(C)=O)c2)cc1[N+](=O)[O-]	1	30	8	-0.5	-3	-9	-2	-24
O=C(NC1CCCCCCC1)c1ccc2c(c1)N(Cc1ccc(F)cc1)C(=O)CS2=O (configuration not stated)	-1	-3	11	0.6	-7	23	8	17
O=C(Nc1cccc(C(F)(F)F)c1)c1cccnc1N1CCCC1	-5	-11	3	-1.4	-5	12	0	25
COC(=O)c1ccc(NC(=O)CSc2nc(N)c(NC(=O)c3ccc(Br)o3)c(=O)[nH]2)cc1	-1	-4	9	-0.5	-6	23	-5	-20
O=C(CN1C(=O)NC2(CCCc3ccccc32)C1=O)N1CCCCC1 (configuration not stated)	-2	-8	21	1.7	1	-5	2	2
O=C(O)c1ccc(S(=O)(=O)N(CCc2ccccc2)Cc2ccc(Cl)cc2)cc1	-6	33	5	-1.2	0	8	4	20
C=CCSc1nnc(CCCCCN2C(=O)c3cccc4cccc(c34)C2=O)o1	0	4	12	-2.1	-2	-1	-3	19
O=S1(=O)N=C(N2CCOCC2)c2ccccc21	-1	20	4	3.0	-4	4	-5	9
CC(C)(C)OC(=O)NCCCCCNC(=O)c1nc[nH]c1C(=O)N1CCc2ccccc2C1	0	-5	-3	2.2	4	5	-19	3
CCc1ccccc1OCC(=O)Nc1ccc(N2CCCC2)cc1C	1	-44	-2	7.4	5	24	-12	18
O=C(CCS(=O)(=O)c1ccccc1)Nc1ccc(Cl)cn1	4	-28	7	5.0	0	5	-11	8
COc1ccccc1CN1CC(=O)N2CSC[C@H]2C1=O	-5	-8	6	-0.1	-2	2	-10	10
O=[N+]([O-])c1ccc(Cc2ccccn2)c([N+](=O)[O-])c1	3	15	-14	1.5	1	16	12	23

canonical_smiles	XBP1 UPR activ	697 NFkB inh	APJ antag	CHOP UPR activ	APJ agonist	Mdm2-MdmX inh	Jurkat NFkB inh	tim23-1 inh
CN1CCN(S(=O)(=O)c2ccc(Oc3ccc(F)c(Cl)c3)nc2)CC1	-3	5	-1	-0.6	-1	5	-11	13
CCOC(=O)C1CCN(C(=O)C2CCCCC2)CC1	3	-16	15	-0.8	0	-1	-16	8
O=C(c1cc(-c2ccccc2)nn1CC1CC(c2cccnc2)=NO1)N1CCOCC1 (configuration not stated)	-2	31	-27	1.0	-5	-8	-5	2
O=C1CC(N2CCC(c3nc4ccccc4[nH]3)CC2)C(=O)N1c1cccc(F)c1 (configuration not stated)	-3	10	-8	0.9	-1	6	11	15
COc1ccc(OC)c(S(=O)(=O)Nc2ccc(Oc3ccccc3)cc2)c1	-1	-24	-11	1.9	-3	11	18	19
Cn1c(=O)n(CC(=O)N2CCOCC2)c2ccccc21	-4	-27	20	-0.1	-2	-25	-9	7
Cc1cc(C)nc(SCC(=O)Oc2ccc3oc(=O)cc(C)c3c2)n1	1	-6	-10	2.4	-7	3	-15	-12
O=C(NCc1ccc(Cl)cc1)C1CCN(S(=O)(=O)c2ccc(N3CCCC3=O)cc2)CC1	-7	-3	5	3.2	9	22	25	23
COc1ccc(Nc2cc(C)c3ccccc3n2)cc1	1	-53	5	1.9	-4	-56	-59	6
COc1nc(-c2ccccc2)cc(-c2ccc3c(c2)OCO3)c1C#N	5	-29	5	1.0	-2	57*	57*	16
CCN(CC)S(=O)(=O)c1ccc(Cl)c(NC(C)=O)c1	-5	27	-49	-0.3	1	-3	-9	26
CCn1c(SCC(=O)NC2CCCC2)nnc1-c1cccnc1	0	-11	18	0.7	0	-13	0	1
CCC1CCCCN1CCCNC(=O)CS(=O)(=O)Cc1nc(-c2cccc(OC)c2)oc1C (configuration not stated)	-1	-26	2	1.6	0	23	-13	13
Cn1nc(C(F)(F)F)c(-c2ccc(F)cc2)c1NC(=O)CSCC(=O)O	4	-26	3	-0.1	-2	-8	-39	-1
C#Cc1ccc([C@@H]2C=C(C(=O)NCc3nc4ccccc4[nH]3)O[C@H](OCC)[C@H]2CCCO)cc1	-2	19	16	2.4	-5	0	-1	14
CN(C)/C=C/C(=O)c1ccn(S(=O)(=O)c2ccccc2)c1	-1	-13	1	-1.5	-1	-16	13	3
CCn1c(SCc2ccc(C(=O)O)cc2)nnc1-c1ccc(Cl)cc1	-3	-2	11	3.5	2	23	-1	-10
COc1ccc(CN2C(=NC(=O)COc3ccccc3)SC3CS(=O)(=O)CC32)cc1 (configuration not stated)	1	-25	21	-0.4	2	37	0	-7
CC(=O)NCCc1nc2ccccc2n1Cc1cccc(C)c1	-3	-21	-20	0.0	-2	-25	19	14
CCCCn1nnnc1NCc1ccc(OC)c(OC)c1	-1	-29	-11	-1.3	1	-16	15	6

canonical_smiles	XBP1 UPR activ	697 NFkB inh	APJ antag	CHOP UPR activ	APJ agonist	Mdm2-MdmX inh	Jurkat NFkB inh	tim23-1 inh
Cc1ccc(NC(=O)C[n+]2cc(-c3ccccc3)n3c2CCC3)c(C)c1	-1	2	23	-0.6	1	-19	-3	4
COc1ccc(-c2csc3nc(C)n(-n4cccc4)c(=O)c23)cc1OC	1	2	-11	0.0	-3	29	-12	20
Cc1cc(=O)oc2cc(NC(=O)C3CC(=O)N(Cc4ccccc4)C3)ccc12 (configuration not stated)	-2	12	-6	1.1	0	-10	2	4
COc1ccc(N2C(=O)CC3(CCCC3)CC2=O)cc1	2	-7	8	0.4	-3	4	2	6
Cc1nc2nc(C)c(NS(=O)(=O)c3ccc4c(c3)CCCC4)c(=O)n2[nH]1	0	-9	14	-2.1	-5	7	-4	18
CC(C)=CCN1CCN(Cc2cnc(-c3ccccc3)s2)CC1CCO (configuration not stated)	-2	-21	-16	-0.3	-3	-23	2	5
Cc1cccc(NCC(=O)N/N=C/c2ccc(Br)cc2)c1	3	-27	-37	0.6	-1	22	3	5
COc1cc2c(cc1OC)CN(C(=O)COc1ccccc1C#N)CC2	10	-32	25	0.1	-3	6	-64	41
COc1ccc(-c2nc(CS(=O)CC(=O)NCc3ccco3)c(C)o2)cc1OC (configuration not stated)	-1	-7	2	0.7	12	-4	-4	18
CC(=O)Nc1cccc(OCC(=O)NS(=O)(=O)c2ccc(Cl)cc2)c1	-4	-5	-3	-1.7	2	-3	-14	-7
O=C(Cn1nc(Cc2cccnc2)c2ccccc2c1=O)NCCCN1CCCC1=O	-4	-6	-61	-1.7	-5	-14	0	16
N#Cc1ccc(-c2csc(NC(=O)c3ccc(S(=O)(=O)N4CCc5ccccc5C4)cc3)n2)cc1	-4	-19	12	4.0	-5	41	8	3
Cc1cc(=O)oc2cc(OCC(=O)N/N=C/c3ccccc3[N+](=O)[O-])ccc12	0	-15	1	3.3	0	10	-2	1

Filtered by structure, those above with an aryl methoxy group
canonical_smiles	XBP1 UPR activ	697 NFkB inh	APJ antag	CHOP UPR activ	APJ agonist	Mdm2-MdmX inh	Jurkat NFkB inh	tim23-1 inh
COc1ccccc1CN1CC(=O)N2CSC[C@H]2C1=O	-5	-8	6	-0.1	-2	2	-10	10
COc1ccc(OC)c(S(=O)(=O)Nc2ccc(Oc3ccccc3)cc2)c1	-1	-24	-11	1.9	-3	11	18	19
COc1ccc(Nc2cc(C)c3ccccc3n2)cc1	1	-53	5	1.9	-4	-56	-59	6
COc1nc(-c2ccccc2)cc(-c2ccc3c(c2)OCO3)c1C#N	5	-29	5	1.0	-2	57*	57*	16
CCC1CCCCN1CCCNC(=O)CS(=O)(=O)Cc1nc(-c2cccc(OC)c2)oc1C (configuration not stated)	-1	-26	2	1.6	0	23	-13	13
COc1ccc(CN2C(=NC(=O)COc3ccccc3)SC3CS(=O)(=O)CC32)cc1 (configuration not stated)	1	-25	21	-0.4	2	37	0	-7
CCCCn1nnnc1NCc1ccc(OC)c(OC)c1	-1	-29	-11	-1.3	1	-16	15	6
COc1ccc(-c2csc3nc(C)n(-n4cccc4)c(=O)c23)cc1OC	1	2	-11	0.0	-3	29	-12	20
COc1ccc(N2C(=O)CC3(CCCC3)CC2=O)cc1	2	-7	8	0.4	-3	4	2	6
COc1cc2c(cc1OC)CN(C(=O)COc1ccccc1C#N)CC2	10	-32	25	0.1	-3	6	-64	41
COc1ccc(-c2nc(CS(=O)CC(=O)NCc3ccco3)c(C)o2)cc1OC (configuration not stated)	-1	-7	2	0.7	12	-4	-4	18
